MIN6 prolif: inducers of MIN6 beta-cell proliferation, primary screen, ATP luminescence, uHTS; proliferation, % at 10 µM; 0.29% of 330,000 active; MIN6 cells proliferation, ATPlite luminescence, 48 h; cells starved in 0.2% serum; 100% = growth in 10% serum; AID 2380, 2010;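 active means compounds whose signal lies at least 3.5 SD above the mean of all wells on their plate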;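 further: 0% = DMSO-treated cells in low-serum medium and 100% = 10% serum control; some compounds called inactive have numbers as strong as hits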
A3A deaminase: APOBEC3A ssDNA deaminase inhibitors, primary screen, selectivity assay for APOBEC3G inhibitor project, biochemical, FAM/TAMRA oligo cleavage fluorescence | DNA dC->dU-editing enzyme APOBEC-3A (Homo sapiens), P31941 | recombinant A3A, FAM/TAMRA ssDNA deamination fluorescence | inhibition, % at 20 µM | 0.41% of 330,000 active | AID 493011, 2011;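 active means at least 40% inhibition at 20 µM here, with at most 30% in a related deaminase screen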;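 further: plate controls were A3A with DMSO for no effect and wells lacking A3A enzyme for full effect; some results filed as inactive read as strong as hits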
Target sequence (P31941 whole entry, looked up): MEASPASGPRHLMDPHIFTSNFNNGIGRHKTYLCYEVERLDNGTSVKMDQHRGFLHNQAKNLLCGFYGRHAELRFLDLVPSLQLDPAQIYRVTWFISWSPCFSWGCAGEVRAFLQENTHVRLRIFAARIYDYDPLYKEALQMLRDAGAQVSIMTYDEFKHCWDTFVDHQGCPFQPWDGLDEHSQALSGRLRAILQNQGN
NLRP3 yeast inh: NALP3 inflammasome inhibitors in reconstituted yeast, primary screen, luminescence, uHTS; 0.39% of 330,000 active; inhibition, % at 10 µM; Yeast reconstituted NLRP3/ASC/caspase-1, beta-gal luminescence, 24 h;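 active means inhibition of 50% or more; inactive means inhibition below 50%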;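 further: plate controls were induced DMSO wells for no effect and uninduced yeast grown without galactose for full effect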
A3G deaminase: APOBEC3G DNA deaminase inhibitors, primary screen, biochemical, fluorescence, single-stranded DNA substrate, uHTS; 0.28% of 330,000 active; inhibition, % at 20 µM; DNA dC->dU-editing enzyme APOBEC-3G (Homo sapiens), Q9HC16; recombinant A3G, ssDNA deamination FAM/TAMRA fluorescence;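 active means inhibition of at least 40% at 20 µM, with no more than 30% in the related APOBEC3A deaminase screen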;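 further: plate controls were DMSO wells with A3G for no effect and wells lacking A3G enzyme for full effect; some compounds called inactive have numbers as strong as hits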
Target sequence (Q9HC16 whole entry, looked up): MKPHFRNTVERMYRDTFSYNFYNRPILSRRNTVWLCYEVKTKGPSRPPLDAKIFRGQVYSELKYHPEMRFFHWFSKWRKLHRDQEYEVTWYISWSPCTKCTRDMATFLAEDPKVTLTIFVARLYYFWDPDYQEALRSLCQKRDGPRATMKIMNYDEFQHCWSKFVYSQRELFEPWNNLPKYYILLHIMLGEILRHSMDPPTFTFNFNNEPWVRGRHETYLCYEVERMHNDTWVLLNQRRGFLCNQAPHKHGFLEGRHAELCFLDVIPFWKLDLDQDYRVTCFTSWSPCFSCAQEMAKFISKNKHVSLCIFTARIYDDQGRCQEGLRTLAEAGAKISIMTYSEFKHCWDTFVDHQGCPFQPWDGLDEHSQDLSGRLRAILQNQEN
SENP1 inh: human SENP1 catalytic domain inhibitors, primary screen, biochemical, FRET, uHTS | recombinant SENP1 catalytic domain, CyPet-SUMO1-YPet FRET cleavage | inhibition, % at 10 µM | 0.21% of 360,000 active | Sentrin-specific protease 1 (Homo sapiens), Q9P0U3;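 active means inhibition at least 30% at 10 µM, raw YFP signal under a set limit, fluorescence ratio 0.5 to 1.5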;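 further: 0% = enzyme with DMSO and 100% = no enzyme wells; some results filed as inactive read as strong as hits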
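Test system: recombinant human SENP1 catalytic domain, His6-tagged / Medium: pH 8 Tris buffer with EDTA, NaCl, BME, BSA, NP40, catalase / Also added: SUMO1 FRET substrate flanked by Cypet and Ypet, 25 nM / Times: 50 min reaction at room temperature / Signal: FRET, CFP and YFP emission / Control set: no-enzyme low control and enzyme-plus-DMSO high control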
mIAP activ: activators of mouse IAP, primary screen, biochemical, luminescence, uHTS. muIAP, CDP-Star luminescence, 30 min; hits give high values; 1 = vehicle-only enzyme signal, 0 = enzyme-free wells. activation factor at 10 µM. 0.24% of 330,000 active;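 active means activation factor of at least 2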; further: the source names both 10 and 20 µM as test concentration; values of inactives mirror those of a sister screen read the other way
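System: mouse IAP enzyme. Reagent: CDP-Star chemiluminescent phosphatase substrate. Benchmarks: DMSO wells, no-enzyme wells. Times: 30 min enzyme-substrate-compound incubation at room temperature. Detection: luminescence from enzymatic CDP-Star hydrolysis. Doses: test compounds delivered from DMSO solution.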
mIAP inh: inhibitors of mouse IAP, primary screen, biochemical, luminescence, uHTS; intestinal alkaline phosphatase [Mus musculus]; purified mouse IAP, CDP-Star luminescence, 30 min; inhibition, % at 10 µM; 0.2% of 330,000 active;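 active means inhibition of at least 40% at 10 µM in the primary screen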;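 further: plate controls were DMSO with enzyme for no effect and no enzyme wells for full effect; values of inactives mirror those of a sister screen read the other way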
hIAP block: human IAP inhibitors, primary screen, biochemical, luminescence, uHTS | Intestinal-type alkaline phosphatase (Homo sapiens), P09923 | purified IAP, CDP-Star luminescence, 30 min | inhibition, % at 10 µM | 0.12% of 330,000 active | AID 2544, 2010;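 active means inhibition reaching a set limit with compound at 10 µM in the primary screen, cut at about 35% in these data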;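 further: plate controls were DMSO wells with enzyme for no effect and no-enzyme buffer wells for full effect; values of inactives mirror those of a sister screen read the other way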
Target sequence (P09923 whole entry, looked up): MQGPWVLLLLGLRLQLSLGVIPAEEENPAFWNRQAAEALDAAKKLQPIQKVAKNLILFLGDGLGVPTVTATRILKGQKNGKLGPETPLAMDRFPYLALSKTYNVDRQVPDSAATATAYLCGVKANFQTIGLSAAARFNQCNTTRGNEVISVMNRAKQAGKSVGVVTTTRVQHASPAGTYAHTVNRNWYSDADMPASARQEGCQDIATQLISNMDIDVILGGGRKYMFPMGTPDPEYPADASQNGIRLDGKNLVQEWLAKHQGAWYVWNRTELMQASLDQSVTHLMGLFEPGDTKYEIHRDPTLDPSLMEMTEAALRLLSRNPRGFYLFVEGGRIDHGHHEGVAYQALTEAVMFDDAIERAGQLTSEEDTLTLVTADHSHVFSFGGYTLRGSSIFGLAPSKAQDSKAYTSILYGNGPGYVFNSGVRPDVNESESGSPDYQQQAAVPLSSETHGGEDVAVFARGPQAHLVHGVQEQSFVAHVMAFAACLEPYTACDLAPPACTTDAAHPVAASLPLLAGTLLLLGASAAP
hIAP act: human IAP activators, primary screen, biochemical, luminescence, uHTS; purified human IAP, CDP-Star luminescence, 30 min; hits give high values; 1 = vehicle-only enzyme, 0 = enzyme-free background; activation factor at 10 µM; 0.16% of 330,000 active;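 active means activation factor of the enzyme at least 2-fold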; further: the source names both 10 and 20 µM as test concentration; values of inactives mirror those of a sister screen read the other way
An asterisk follows results filed as active; nt = not tested or not shown. Only part of the results is shown; the hit share may differ from the screen's.

SMILES	MIN6 prolif	A3A deaminase	NLRP3 yeast inh	A3G deaminase	SENP1 inh	mIAP activ	mIAP inh	hIAP block	hIAP act
COC(=O)c1c(C)[nH]c(C(=O)C(C)OC(=O)c2cnc(C)cn2)c1C (configuration not stated)	7	-3	7	-8	-1	1	-2	18	0.82
CCOC(=O)C1=C2SCC(=O)N2C(N)=C(C#N)C1	-1	1	11	-11	-16	0.86	14	10	0.9
CCC(C)(C)NC(=O)C(c1ccccc1Cl)N(C(=O)CCC(=O)Nc1cc(C)on1)C1CC1 (configuration not stated)	0	-2	13	-8	1	1	-2	-28	1.3
NC(=NCCc1c[nH]c2ccccc12)NS(=O)(=O)c1cc(F)ccc1F	0	6	11	-7	-1	1.2	-19	8	0.93
CCc1ccccc1N1CSC2=C(C#N)C(c3cc(OC)c(OC)cc3OC)CC(=O)N2C1 (configuration not stated)	-3	-3	16	46*	-59	0.84	16	-4	1
Cc1ccc(OCC(=O)N(Cc2ccc(C)o2)C2CCS(=O)(=O)C2)cc1 (configuration not stated)	-1	-4	9	-3	0	0.98	2	7	0.93
COc1cccc(/C=N/n2c(N)c(S(=O)(=O)c3cccs3)c3nc4ccccc4nc32)c1OC	-6	-1	-5	-5	0	0.98	2	8	0.92
O=C(Cc1ccc(F)cc1)OCn1nnc2ccccc2c1=O	-1	3	16	-3	4	0.96	4	-2	1
COc1cc(CC(=O)OC2CCOC2=O)cc(OC)c1OC (configuration not stated)	0	3	16	1	3	0.96	4	-2	1
COc1ccccc1NC(=O)c1cccc(NC(=O)c2ccco2)c1	2	-4	14	-13	0	1.1	-5	14	0.86

Quoted at random: two entries already listed
SMILES	MIN6 prolif	A3A deaminase	NLRP3 yeast inh	A3G deaminase	SENP1 inh	mIAP activ	mIAP inh	hIAP block	hIAP act
COc1cc(CC(=O)OC2CCOC2=O)cc(OC)c1OC (configuration not stated)	0	3	16	1	3	0.96	4	-2	1
COC(=O)c1c(C)[nH]c(C(=O)C(C)OC(=O)c2cnc(C)cn2)c1C (configuration not stated)	7	-3	7	-8	-1	1	-2	18	0.82

The results go on:
SMILES	MIN6 prolif	A3A deaminase	NLRP3 yeast inh	A3G deaminase	SENP1 inh	mIAP activ	mIAP inh	hIAP block	hIAP act
COC(=O)C1=C(C)N(CCCCCC(=O)O)C(=O)NC1c1ccccc1 (configuration not stated)	0	-4	16	-9	1	1.2	-16	-14	1.1
O=S(=O)(c1ccc(F)cc1)N1CCN(Cc2cc3c(cc2Br)OCCO3)CC1	-8	8	9	-12	0	1.1	-13	1	0.99
COc1ccc(CNC(=O)CCc2ccc(S(=O)(=O)N3CCCCCC3)cc2)cc1OC	5	-4	24	-11	0	0.99	0	4	0.96
CCOC(=O)c1cc(C)n(S(=O)(=O)c2ccc(C)cc2)c1C	0	-2	23	-6	0	1	-4	-4	1
CC(C(=O)c1ccc(-c2ccccc2)cc1)[n+]1cccc(NC(=O)c2ccccc2)c1 (configuration not stated)	-4	6	30	-1	2	0.82	18	29	0.71
COc1ccccc1CNS(=O)(=O)c1c(C)[nH]c(C)c1C(=O)N1CCCC1	-2	-4	-4	-4	2	1.1	-8	16	0.84
Cc1cccnc1NC(=O)C1CCN(S(=O)(=O)c2cccs2)CC1	0	0	-6	-1	1	0.89	11	-2	1
CCOC(=O)C(CSCC(=O)c1ccc(Cl)cc1)NC(=O)OC(C)(C)C (configuration not stated)	-3	-3	6	-10	2	0.83	17	17	0.83
N/C(=N\OC(=O)c1ccc(Cl)cc1)c1ccc(Cl)cc1	-2	-3	33	-10	3	1	0	-28	1.3
CCc1nc2ccccc2c2nc3ccccc3n12	1	-3	11	-6	-1	1.1	-13	13	0.87
O=C(CNC(=S)N(CCCN1CCOCC1)Cc1cccs1)NC1CCCCC1	2	-2	7	-7	0	1	-3	0	1
O=[N+]([O-])c1ccc(OCCOc2ccccc2/C=N/n2cnnc2)cc1	0	0	2	1	4	0.9	10	3	0.97
CC(C)Cn1c(SCC(N)=O)nnc1-c1cccc(S(=O)(=O)N2CCOCC2)c1	-2	1	11	-2	1	0.91	10	-2	1
OC(CSc1ccc(F)cc1)CN1CCN(c2ccccc2)CC1 (configuration not stated)	0	0	21	-2	4	1	0	0	1
CCOc1ccc(NS(=O)(=O)c2cc(C(=O)N3CCN(c4ccccc4O)CC3)ccc2Cl)cc1	0	-4	18	-8	1	0.99	1	-11	1.1
Cc1ccc(S(=O)(=O)N2CCN(S(=O)(=O)N3CCOCC3)CC2)c(C)c1	-3	-2	-2	-8	1	1.1	-8	-4	1
Cc1cc(OCC(=O)N2CCN(c3ccccn3)CC2)c(C)cc1Br	0	2	7	4	-1	1.1	-7	-5	1.1
COc1ccc(S(=O)(=O)N2CCCC2C(=O)NCc2cccs2)cc1 (configuration not stated)	-1	0	8	-1	0	0.98	2	9	0.91
Cn1c(-c2cc3c(C(F)(F)F)nn(C)c3s2)n[nH]c1=S	-3	-2	7	53*	0	1	-4	-11	1.1
Clc1cccc(-c2nc(NCC3CCCO3)c3ccccc3n2)c1 (configuration not stated)	0	-1	37	-8	0	1	-2	0	1
C#CCOCCOCCOCCNc1nc(N2CCN(C(=O)[C@H]([C@@H](C)CC)n3cc(CCCN=C(N)N)nn3)CC2)nc(N2CCN(C(=O)[C@H](CCCCN)n3cc(CC(C)O)nn3)CC2)n1 (some centres not stated)	4	1	-4	-4	0	1.1	-9	8	0.92
CCCCOC(=O)CCc1n[nH]c(=O)[nH]c1=O	-2	-2	22	-4	0	1.1	-8	2	0.98
CCO[C@@H]1OC(C(=O)N2CCOCC2)=C[C@H](c2coc3ccccc3c2=O)[C@H]1CCCO	2	-1	4	-2	2	1	-2	-8	1.1
Fc1cccc(Cc2noc(CN3CCN(c4cnccn4)CC3)n2)c1	0	7	24	3	0	0.96	4	4	0.96
O=C(CCCn1c(=S)[nH]c2ccc(Br)cc2c1=O)N1CCN(c2ccccn2)CC1	-3	0	12	-5	1	0.96	4	23	0.77
Cc1ccccc1N1CCN(S(=O)(=O)c2nnc(NC(=O)c3ccc(F)cc3)s2)CC1	-6	-3	12	-6	-3	0.9	10	7	0.93
O=C(O)CCc1nnc(SCC(=O)Nc2cccc(C(F)(F)F)c2)[nH]c1=O	-2	2	1	-4	0	1.1	-6	5	0.95
CCn1c(=O)n(CC)c2cc(N3CCCC3)c(NC(=O)c3ccc(OC)c(Br)c3)cc21	-5	-6	23	-3	-7	0.98	2	-37	1.4
O=C(CCc1ccccc1)OCC(=O)c1cccc([N+](=O)[O-])c1	-3	4	8	2	3	0.8	20	10	0.9
CCOCCCNCc1ccc(OCc2ccccc2Cl)cc1	-3	-5	32	-5	0	1.1	-6	-10	1.1
O=C(NCCn1cccn1)c1ccc(OC2CCN(CCc3ccccc3)CC2)cc1	-1	-2	3	-4	1	1.1	-15	-16	1.2
Cc1ccc2c(c1)c1c(n2C)C(=O)CCC1	0	2	54*	3	-2	0.94	6	9	0.91
CC1(C)Cc2c(sc(NC(=O)C(=O)N3CCOCC3)c2C(N)=O)CO1	-1	0	15	13	0	1	-2	22	0.78
c1ccc(C(c2ccccc2)c2nc(-c3cccnc3)no2)cc1	0	3	36	9	1	0.96	4	-26	1.3
CS(=O)(=O)c1cnc(-c2ccccc2)nc1-c1ccc(Cl)c(Cl)c1	-1	0	-1	1	2	0.99	1	-4	1
COc1ccc(S(=O)(=O)Nc2cccc3ccc(O)cc23)cc1	-3	1	26	-1	3	0.91	9	6	0.94
COc1cnc(-c2ccccc2)nc1Oc1ccccc1C	-1	-1	-4	-1	2	0.92	8	-10	1.1
CC(C)c1ccccc1NC(=O)CSc1n[nH]c(=O)n1C1CC1	-5	-2	2	-2	-1	1.1	-13	-16	1.2
CC(C)(C)C#CCn1c(/C=[N+](\[O-])C2CCCCC2)nc2ccccc21	-7	-1	19	-10	-2	1	-3	1	0.99
CCc1ccc(CN2C(=O)c3ccccc3C2C(=O)NC(C)CC)cc1 (configuration not stated)	0	-6	9	-11	0	0.97	3	-6	1.1
Cc1ccc(S(=O)(=O)C2(C(=O)Nc3ccc4c(c3)OCO4)CC2)cc1	-4	-2	18	-7	-3	1.1	-12	6	0.94
COc1ccc(OC)c(NC(=O)C2C3CCC(O3)C2C(=O)O)c1 (configuration not stated)	-1	-3	10	-2	nt	1	-1	6	0.94
COCCNC(=S)NC12CC3CC(CC(C3)C1)C2	1	-3	17	-1	1	0.94	6	0	0.99
O=C(Oc1ccc(/C=N/O)cc1)c1ccccc1	-2	-3	11	-5	3	0.94	6	20	0.8
CC1=CC(=O)C(C(C)=Nc2ccccc2Cl)C(=O)O1 (configuration not stated)	-4	3	-10	-1	-1	1.2	-17	5	0.95
CC(C)CN(C(=O)c1nn(C)c(=O)c2ccccc12)c1nc2ccccc2s1	-4	-2	-3	-5	3	0.93	7	10	0.9
O=C(Nc1cccc(O)c1)c1cc2nc(-c3ccccc3)cc(-c3ccccc3)n2n1	-1	-1	-8	-4	-59	1	-5	2	0.98
COc1cccc(CNc2cccc(C(F)(F)F)c2)c1O	-1	1	35	-2	0	1	-1	3	0.97
O=C(Nc1ccccc1-c1nc2ccccc2s1)c1ccco1	-1	-1	14	-7	-7	0.94	6	6	0.94
COc1ccc(Cc2nnc(NC(C)=O)s2)cc1	-4	-1	26	-2	3	0.97	3	5	0.95
Continued:
SMILES	MIN6 prolif	A3A deaminase	NLRP3 yeast inh	A3G deaminase	SENP1 inh	mIAP activ	mIAP inh	hIAP block	hIAP act
COc1ccc(Cl)cc1NC(=O)CCc1nc(-c2ccccc2F)no1	0	0	1	-1	1	1	-1	-5	1
C=CCn1c(SCC(=O)Nc2c(C)nn(Cc3ccccc3)c2C)nnc1C(O)c1ccccc1 (configuration not stated)	4	-3	15	-6	2	1.1	-9	10	0.9
CCCCOc1ccc(C(=O)Nc2ccc(SC(F)F)cc2)cc1OC	-3	-2	0	-6	2	1	-3	13	0.87
COc1cc(OC)cc(C(=O)NNC(=O)CCNC(=O)c2ccc(Br)cc2)c1	1	1	12	-1	0	0.99	1	-30	1.3
CCn1c(-c2ccco2)n[nH]c1=S	2	-3	19	29	1	0.97	2	-2	1
O=C(Nc1nncs1)c1cc(S(=O)(=O)N2CCCCC2)ccc1Cl	-1	-1	7	-7	2	0.98	2	-9	1.1
CC(C)N(Cc1nc(COc2ccccc2)no1)Cc1nccn1C	-1	2	4	-3	0	0.96	4	-5	1.1
CN(C)CCCNC(=S)N(Cc1cccs1)Cc1cc2cc3c(cc2[nH]c1=O)OCCO3	-6	2	17	-3	-22	0.9	10	6	0.94
CCCc1nc(-c2cc3cc(C)ccc3[nH]c2=O)no1	-4	40*	-1	18	-1	1.1	-8	1	0.99
